# Assay outcomes: PubChem, National Center for Advancing Translational Sciences (NCATS)
# CCT modulator: modulators of cytosolic chaperonin (CCT/TRiC) activity; purified chaperonin ATPase assay, HTRF ADP detection, 30 min; activity change, % (test concentration not listed), hits read low; 360,000 compounds, 0.3% hits; AID 651819; in the data active = activity change below about -30%; note: % is set by controls: 0 for no effect and ±100 for the full control effect
#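 ATPase activity: ADP formed was measured by HTRF Transcreener (665/615 nm ratio) after 30 min at 37 deg C with 10 uM ATP. Compounds screened at one 76 uM concentration against 40 or 20 nM TRiC in Tris pH 7.4/KCl/MgCl2/DTT buffer.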
# MmCpn inh: inhibitors of Methanococcus maripaludis chaperonin (MmCpn); AID 504842; 330,000 compounds, 0.031% hits; Potency, µM (titrated, usually from 76.9 µM), inactives show top-dose activity, negative = inhibition, usual class: inhibitors; purified Mm-Cpn ATPase, ADP Transcreener TR-FRET; note: potency is the fitted concentration of half-maximal effect; % is set by controls: 0 for no effect and ±100 for the full control effect; nearly all actives have a fitted effect of over 80% in size
#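 Purified archaeal chaperonin (25 nM final) was preincubated with compound for 10 min at 37°C, then ATP (10 uM final) was added for 30 min at 37°C in Tris pH 7.4/KCl/MgCl2/DTT buffer. ADP was quantified by HTRF Transcreener TR-FRET.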
# EPAC2 antag: antagonists of human EPAC2; EPAC2 GEF exchange of Rap1B-BODIPY-GDP, fluorescence; AID 720708; 360,000 compounds, 0.18% hits; Potency, µM (titrated, usually from 114 µM), without a hit: at the top dose activity, negative = inhibition, usual class: inhibitors; Q8WZA2; note: potency is the fitted concentration of half-maximal effect; % is set by controls: 0 for no effect and ±100 for the full control effect; nearly all actives have a fitted effect of over 45% in size; many of its hits are not listed in these tables
# EPAC1 antag: EPAC1 (human) antagonism | EPAC1 GEF assay, Rap1b-BODIPY-GDP exchange fluorescence | 360,000 compounds, 0.14% hits | Potency, µM (doses to about 115 µM), without a hit: at the highest dose activity change, negative = inhibition, usual class: inhibitors;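 note: potency is the fitted concentration of half-maximal effect; plate controls were vehicle for no effect and positive control for full effect; nearly all actives have a fitted effect of over 50% in size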
# Target sequence (O95398 whole entry, looked up): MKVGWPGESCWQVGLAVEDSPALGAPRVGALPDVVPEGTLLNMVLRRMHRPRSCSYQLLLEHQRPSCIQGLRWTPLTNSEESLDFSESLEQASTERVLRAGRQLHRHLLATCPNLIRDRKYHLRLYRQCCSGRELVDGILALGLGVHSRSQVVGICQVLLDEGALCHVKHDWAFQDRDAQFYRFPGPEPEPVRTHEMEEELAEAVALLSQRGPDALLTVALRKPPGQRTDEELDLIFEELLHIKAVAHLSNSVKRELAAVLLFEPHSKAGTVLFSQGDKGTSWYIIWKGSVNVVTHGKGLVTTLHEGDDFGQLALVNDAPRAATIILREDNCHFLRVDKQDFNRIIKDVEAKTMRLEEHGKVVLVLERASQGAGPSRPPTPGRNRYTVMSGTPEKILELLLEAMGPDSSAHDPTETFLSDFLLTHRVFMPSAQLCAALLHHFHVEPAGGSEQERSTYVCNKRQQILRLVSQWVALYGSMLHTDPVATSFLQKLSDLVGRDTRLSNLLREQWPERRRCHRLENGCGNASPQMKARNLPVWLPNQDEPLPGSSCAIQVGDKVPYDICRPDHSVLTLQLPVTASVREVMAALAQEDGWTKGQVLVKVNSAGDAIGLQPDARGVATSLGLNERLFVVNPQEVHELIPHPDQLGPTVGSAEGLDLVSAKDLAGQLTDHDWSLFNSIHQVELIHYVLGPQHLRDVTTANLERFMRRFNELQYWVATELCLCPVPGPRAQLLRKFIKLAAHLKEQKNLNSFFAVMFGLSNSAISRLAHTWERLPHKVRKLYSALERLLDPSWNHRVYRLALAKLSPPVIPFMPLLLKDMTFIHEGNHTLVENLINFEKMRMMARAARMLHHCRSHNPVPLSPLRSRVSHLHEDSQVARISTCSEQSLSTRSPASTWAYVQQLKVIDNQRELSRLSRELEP
# PLK1 PBD inh: PLK1 (human) polo-box domain binding inhibition. P53350. Plk1 PBD binding of FITC phosphopeptide, fluorescence polarization. Potency, µM, for the others: max response, negative = inhibition, hits mostly inhibitors. 360,000 compounds, 2.8% hits; note: potency is the fitted concentration of half-maximal effect; series mostly up to about 57 µM; % is set by controls: 0 for no effect and ±100 for the full control effect; nearly all actives have a fitted effect of over 65% in size
# PI5P4Ka inh: blocks human PI5P4K alpha kinase activity; PI5P4Kalpha enzyme, ADP-Glo luminescence, 60 min; hits give low values; 330,000 compounds, 1.2% hits; P48426; max response, %; active = max response of -50% or lower; inconclusive = between -30% and -50%; inactive = -30% or higher; note: value at the top dose of about 77 µM; % is set by controls: 0 for no effect and ±100 for the full control effect
#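 Luminescence from ADP-Glo served as readout of PI5P4Kalpha activity in a qHTS format. Reaction: enzyme, substrate, compound, ATP at 5 microM final, 60 min at RT.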
# WRN helicase inh: inhibitors of human WRN helicase; Q14191; WRN helicase unwinding, fluorescent forked duplex, kinetic; Potency, µM (doses to about 114 µM), inactives show at the highest dose activity change, negative = inhibition, most hits filed as inhibitors; 360,000 compounds, 0.46% hits; AID 651768; note: potency is the fitted concentration of half-maximal effect; % is set by controls: 0 for no effect and ±100 for the full control effect; nearly all actives have a fitted effect of over 55% in size
#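 Screening of the MLSMR collection measured strand separation of a quenched forked DNA duplex (100 nM) by 20 nM WRN with 2 mM ATP, all final. Compounds were preincubated with enzyme 15 min at room temperature.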
# EPAC1 agonist: activates human EPAC1 exchange factor. EPAC1 agonist qHTS, biochemical assay; response scale: 100% = response to 6.5 mM cAMP. 360,000 compounds, 0.073% hits. Potency, µM (top dose mostly 154 µM), inactives show at the highest dose activation, hits mostly activators; note: potency is the fitted concentration of half-maximal effect; nearly all actives have a fitted effect of over 60% in size
#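 Compounds were pinned as a concentration titration into mixtures of EPAC1 (100 nM), BODIPY-GDP-loaded Rap1B (250 nM) and GDP (50 uM). After 5 min at room temperature, fluorescence was followed for 30 min; activity was scaled to 6.5 mM cAMP.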
# Starred values were filed as active, the others as inactive; ? = inconclusive; · = no result given; & = joins results of further samples; [ ] = dose if it differs, or a comment. Unless noted, calls come from the whole dose curve; as a rule, active = well fitted curve in the direction sought with a large enough effect; inconclusive = small, poorly fitted or top-dose-only effect, or another doubt; inactive = no such curve, though single readings can be large; an effect the other way counts as inactive or inconclusive.
# Each structure is followed by: CCT modulator, MmCpn inh, EPAC2 antag, EPAC1 antag, PLK1 PBD inh, PI5P4Ka inh, WRN helicase inh, EPAC1 agonist
Cc1ccc2c(c1)CCCN2C(=O)C1CCCO1 (stereo not given)
 : -2.0, -3%, 3%, 5%, -4%, ·, 0%, -6%
COC(=O)c1cc2c(n(-c3ccccc3)c1=O)CCCC2=O
 : -2.0, ·, 11%, 4%, -13%, -3, 2%, 5%
CCc1nc2c(OCc3cccc(Cl)c3)cccn2c1N(C)C(=O)C1CC1
 : -4.8, ·, 7%, -25%, -19%, -5, ?, 1%
COc1ccc(/C=C/C(=O)OCC(=O)NCc2ccco2)cc1OC
 : -4.2, -12%, 15%, -2%, -10%, -17, -9%[11.6 µM], -6%
COc1cccc(N2CCN(C(=O)c3ccc(CS(=O)c4ccccc4Cl)o3)CC2)c1 (stereo not given)
 : 1.0, 1%, -1%, 12%, -23%, 5, 0%, -12%
O=C(/C=C/c1ccco1)NCCc1ccccc1
 : -2.7, -8%, 1%, 0%, -7%, -18, -4%, 12%
C/C(CC(=O)Nc1ccc(N(C)C)cc1)=N\NC(=O)c1ccc([N+](=O)[O-])cc1
 : 0.7, 1%, -1%, 7%, 6%, -1, -3%[57.1 µM], -10%
CN1CCN(CC(=O)C23CC4CC(CC(C4)C2)C3)CC1
 : 0.0, -1%, 13%, 4%, 1%, ·, 5%, -3%
CCCC(=O)N1CCN(S(=O)(=O)c2cc(Cl)ccc2OC)CC1
 : -0.2, -1%, 2%, 8%, -4%, 5, -12%, -2%
Cc1nnsc1C(=O)NCc1c(F)cccc1Cl
 : 0.2, -1%, -4%, 1%, -10%, 0, 1%, 0%
COC(=O)[C@@]12C[C@@H](CC(=O)N3CCSCC3)C(=O)N(Cc3ccco3)C1=CCC(C)(C)C2
 : ·, ·, 2%, -10%, -12%, 5, 7%, 2%
CCOc1ccccc1NC(=O)COc1cccnc1[N+](=O)[O-]
 : -1.1, 1%, -26%, 0%, 7%, 2, -3%, 3%
CCCC(=O)NNC(=O)CCC(=O)Nc1ccccc1Cl
 : -1.0, 0%, 1%, -18%, -3%, 0, -3%, 8%
O=C(CSc1nc(N2CCCCC2)nc(N2CCCCC2)n1)N1CCN(c2ccccc2)CC1
 : -7.3, 1%, -12%, -4%, -10%&0%, 0, 3%, 19%
Cc1ccc(S(=O)(=O)N2CCCC2C(=O)NCCc2ccccc2)cc1 (stereo not given)
 : 2.7, 0%, 8%, -11%, ?, 2, -1%, -9%
CC1(OC(=O)C2CCCC2)C(=O)C=C2C=C(c3ccsc3)N(C3CC3)C=C2C1=O (stereo not given)
 : -2.8, -1%, 16%, -15%, -28%, -6, -4%, -8%
O=C(Nc1ccc(N2CCOCC2)cc1)c1ccc2ncsc2c1
 : -4.2, 0%, -6%, -13%, -27%, -28, -10%, 7%
CCc1nc2ccc(C(=O)NCCNC(C)=O)cn2c1N(C)CCCc1ccccc1
 : 0.6, ·, -8%, -7%, -15%, 2, -9%, -4%
C=CCn1c(-c2cccc(S(=O)(=O)N(CC)CC)c2)n[nH]c1=S
 : -2.1, ?, 5%, -11%, -11%, ?, -6%, -6%
COC(=O)C1=C(NC(=O)c2ccccc2[N+](=O)[O-])CCS1
 : -0.7, -2%, -14%, 16%, -15%, 1, -1%, 1%
COC(=O)C1=C(C)N=C2SCCC(=O)N2C1/C=C/c1ccccc1 (stereo not given)
 : -7.9, 2%, -4%, 0%, -4%, 3, -2%, 0%
CCc1cc2ccc(C)cc2nc1SCC(=O)N1CCN(C(=O)c2ccco2)CC1
 : -0.2, -2%, -7%, -13%, 24µM*, -27, -33%, -5%
COc1ccc(-n2cnc3cc(NCc4ccccn4)ccc32)cc1
 : 0.8, -2%, -2%, -1%, -4%, ·, -18%, 6%
CCOc1nc(NC2CCCC2)nc(N2CCC(C)CC2)n1
 : -1.1, -1%, -6%, -9%, 19µM*, 3, -24%, -2%
O=C(CCN1C(=O)/C(=C/c2ccc3c(c2)OCO3)SC1=S)Nc1cccc(C(=O)O)c1
 : -8.1, -1%, -8%, -3%, -19%, -4, -15%[11.6 µM], 3%
CCOC(=O)CNC(=O)c1sc(NC(=O)c2ccccc2F)nc1C
 : 1.6, 1%, 5%, 3%, -3%, ·, 1%, 1%
COc1ccc(SCc2noc(C(=O)NC(C)C)c2C(=O)O)cc1
 : -1.5, 1%, 42%[activator], -13%, -10%, -8, 2%, -13%
COC(=O)c1sccc1-n1cccc1C(=O)C(=O)N1CC(C)OC(C)C1 (stereo not given)
 : -0.3, 1%, -5%, 1%, -1%, 5, -12%[57.1 µM], -12%
Cc1cccc(NC(=O)CN(C)S(=O)(=O)c2cnc[nH]2)c1C
 : -0.3, ·, 12%, 3%, -3%, -4, -6%, 15%
COc1cccc(NC(=O)c2ccc3c(c2)CCN3S(C)(=O)=O)c1
 : 0.8, 1%, 2%, -8%, -6%, 0, -4%, -3%

# Marked active in PLK1 PBD inh, of those listed so far:
# Each structure is followed by: CCT modulator, MmCpn inh, EPAC2 antag, EPAC1 antag, PLK1 PBD inh, PI5P4Ka inh, WRN helicase inh, EPAC1 agonist
CCc1cc2ccc(C)cc2nc1SCC(=O)N1CCN(C(=O)c2ccco2)CC1
 : -0.2, -2%, -7%, -13%, 24µM*, -27, -33%, -5%
CCOc1nc(NC2CCCC2)nc(N2CCC(C)CC2)n1
 : -1.1, -1%, -6%, -9%, 19µM*, 3, -24%, -2%

# A run of entries of the results above, as a working copy:
# Each structure is followed by: CCT modulator, MmCpn inh, EPAC2 antag, EPAC1 antag, PLK1 PBD inh, PI5P4Ka inh, WRN helicase inh, EPAC1 agonist
Cc1ccc2c(c1)CCCN2C(=O)C1CCCO1 (stereo not given)
 : -2.0, -3%, 3%, 5%, -4%, ·, 0%, -6%
COC(=O)c1cc2c(n(-c3ccccc3)c1=O)CCCC2=O
 : -2.0, ·, 11%, 4%, -13%, -3, 2%, 5%
CCc1nc2c(OCc3cccc(Cl)c3)cccn2c1N(C)C(=O)C1CC1
 : -4.8, ·, 7%, -25%, -19%, -5, ?, 1%
COc1ccc(/C=C/C(=O)OCC(=O)NCc2ccco2)cc1OC
 : -4.2, -12%, 15%, -2%, -10%, -17, -9%[11.6 µM], -6%
COc1cccc(N2CCN(C(=O)c3ccc(CS(=O)c4ccccc4Cl)o3)CC2)c1 (stereo not given)
 : 1.0, 1%, -1%, 12%, -23%, 5, 0%, -12%
O=C(/C=C/c1ccco1)NCCc1ccccc1
 : -2.7, -8%, 1%, 0%, -7%, -18, -4%, 12%

# Going on with the list:
# Each structure is followed by: CCT modulator, MmCpn inh, EPAC2 antag, EPAC1 antag, PLK1 PBD inh, PI5P4Ka inh, WRN helicase inh, EPAC1 agonist
O=c1[nH]c(C2CCN(S(=O)(=O)c3ccccc3C(F)(F)F)CC2)nc2c1nnn2Cc1cccc(F)c1
 : -0.5, -1%, -26%, -30%, -20%, -1, -15%, 4%
CC1CCCC(C)N1C(=O)COC(=O)c1cc([N+](=O)[O-])ccc1N1CCOCC1 (stereo not given)
 : 0.3, 0%, -15%, 3%, -6%, -5, 1%, -13%
COC(=O)C1C(=O)NC(SC)=C(C#N)C1c1ccccc1 (stereo not given)
 : -6.2, 1%, -26%, -17%, -14%, 8, 2%, -10%
CCc1ccc(C(=O)COC(=O)C(CCSC)NC(=O)C23CC4CC(CC(C4)C2)C3)cc1 (stereo not given)
 : 0.1, 1%, -11%, 9%, -12%, 1, -2%, 12%
O=C(Nc1ccccn1)c1ccc([N+](=O)[O-])o1
 : -6.3, 0%, 4%, 1%, -2%, -2, 5%, -2%
C=CCn1c(-c2ccccc2)nc(=S)c2c1CCCC2
 : -1.6, -1%, 7%, 0%, -10%, 3, 13%, -11%
CCOC(=O)c1cc2c(=O)n3ccccc3nc2n(Cc2ccco2)c1=NC(=O)c1ccc(OC)cc1OC
 : -2.3, 0%, 4%, -7%, -5%, -24, ?, -4%
C[C@H](CO)N1C[C@H](C)[C@@H](CN(C)S(=O)(=O)c2cccs2)Oc2ccc(NS(=O)(=O)c3ccc(F)cc3)cc2C1=O
 : 0.7, -1%, -17%, -2%, -4%, 1, -10%, -5%
CCOc1ccccc1OCCCC(=O)N(C)CC(=O)Nc1cc(C)ccc1C
 : 0.9, 0%, 13%, 12%, 1%, 6, -2%, -8%
Cc1ccc(C2(C)NC(=O)N(CC(=O)N3CCN(S(=O)(=O)c4cccs4)CC3)C2=O)cc1 (stereo not given)
 : 1.2, 0%, -5%, -8%, -5%, -13, -12%, -56%[inhibitor]
CC1CCCC(C)N1S(=O)(=O)c1ccc(NC(=O)CCN2C(=O)C3CC=CCC3C2=O)cc1 (stereo not given)
 : 1.7, -3%, -2%, 6%, -5%, -6, 6%, -4%
COc1ccccc1NC(=O)c1c(NC(=O)c2ccco2)sc2c1CCC2
 : -2.7, -3%, 3%, -2%, -3%, ·, -6%, -8%
Cc1ccc2c(c1)N(C(=O)CCC(=O)NCCCN1CC(C)CC(C)C1)CCO2 (stereo not given)
 : 0.0, -1%, -3%, 5%, 1%, 5, 3%, -9%
CC(CCN1CCN(c2ccc(F)cc2)CC1)c1ccccc1 (stereo not given)
 : 0.5, 0%, -4%, -1%, -14%, -7, -30%, -3%
O=C(O)c1cc2c(o1)CCC/C2=N\O
 : -3.2, 1%, -1%, -10%, -17%, ·, 0%, 8%
Cc1ccccc1-c1csc(C(O)c2cccnc2)n1 (stereo not given)
 : -0.3, ·, 10%, 8%, -9%, 0, 2%[57.1 µM], 9%
CC(=O)c1cccc(NC(=O)COC(=O)C2=COCCO2)c1
 : 0.2, -4%, 1%, -15%, -11%, -3, 0%, 2%
CCOC(=O)C1CCCN(C(=O)c2cc(C)n(C(C)(C)C)n2)CC1 (stereo not given)
 : -1.6, ·, -7%, -4%, -2%, -5, -4%, 8%
O=C(NCc1csc(-c2cccs2)n1)Nc1cccc(Cl)c1
 : 3.0, -16%, -7%, 6%, 0%, 6, -14%, 4%
O=S(=O)(NC(=NCc1ccccc1)c1ccccc1)c1ccc(Br)cc1
 : 0.5, 0%, -1%, -8%, -5%, -4, -17%, 10%

# Profiles from above. Values in the order: CCT modulator, MmCpn inh, EPAC2 antag, EPAC1 antag, PLK1 PBD inh, PI5P4Ka inh, WRN helicase inh, EPAC1 agonist
# `C=CCn1c(-c2ccccc2)nc(=S)c2c1CCCC2` is listed with -1.6, -1%, 7%, 0%, -10%, 3, 13%, -11%
# `O=S(=O)(NC(=NCc1ccccc1)c1ccccc1)c1ccc(Br)cc1` is listed with 0.5, 0%, -1%, -8%, -5%, -4, -17%, 10%

# A portion of the library; rates above refer to the full screens.
